# D1 agonist – activates the human D1 dopamine receptor. activation, % at 2 µM. P21728. hit rate 1% among 360,000. HEK293 T-REx D1 cells, calcium flux, agonist mode; in the data active = activation above about 30%; note: 0% is about no effect
#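 Inducible HEK293 T-REx D1 cells, force-coupled to calcium signalling, were plated at 4000 cells/well with tetracycline and held overnight at 30 C. After no-wash calcium dye loading, compound-evoked calcium rise over 180 s flagged agonists.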
# Vif-APOBEC3G blk – inhibitors of Vif-APOBEC3G interaction. Q9HC16. Potency, µM (doses to about 46.1 µM), for the others: at the top dose activity, negative = active, hits mostly inhibitors. hit rate 0.076% among 410,000. HeLa A3G-eYFP + Vif (tagged APOBEC3G with the HIV-1 protein that degrades it), YFP fluorescence, overnight;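 note: potency is the fitted concentration of half-maximal effect; % is set by controls: 0 for no effect and ±100 for the full control effect; nearly all actives have a fitted effect of over 60% in size; hits raise eYFP signal because A3G escapes Vif-driven loss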
# Target sequence (Q9HC16 whole entry, looked up): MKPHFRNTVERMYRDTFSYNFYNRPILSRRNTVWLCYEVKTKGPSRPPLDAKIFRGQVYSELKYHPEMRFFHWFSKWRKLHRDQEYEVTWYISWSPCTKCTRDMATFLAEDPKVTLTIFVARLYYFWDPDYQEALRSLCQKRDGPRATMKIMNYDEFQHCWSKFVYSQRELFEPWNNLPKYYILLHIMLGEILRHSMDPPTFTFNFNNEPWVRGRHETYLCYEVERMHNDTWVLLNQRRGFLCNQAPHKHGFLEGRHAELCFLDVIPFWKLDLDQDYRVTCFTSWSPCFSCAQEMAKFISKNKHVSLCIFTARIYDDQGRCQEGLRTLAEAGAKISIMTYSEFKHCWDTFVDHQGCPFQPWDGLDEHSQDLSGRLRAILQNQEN
#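 Read-out is eYFP fluorescence (Ex 488/Em 500-530) from Vif-expressing HeLa A3G-eYFP cells; more signal means A3G escaped Vif-mediated degradation. Cells plated overnight, compound pinned in, incubated overnight at 37 deg C.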
# Vif-A3F inh – Vif-A3F binding inhibition; HeLa A3F-eYFP + Vif (tagged APOBEC3F with the HIV-1 protein that degrades it), YFP fluorescence increase; Potency, µM (titrated, usually from 46.1 µM), without a hit: at the highest dose activity, negative = active; hit rate 0.2% among 390,000; AID 602313; note: potency is the fitted concentration of half-maximal effect; % of control where 0% means no effect; nearly all actives have a fitted effect of over 65% in size
#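 HeLa cells stably expressing Vif plus C-terminally eYFP-tagged A3F were seeded, incubated overnight at 37 deg C, dosed with compound, incubated overnight again at 37 deg C. Yellow fluorescence (Ex 488/Em 500-530) reported blocked Vif-mediated A3F-eYFP degradation.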
# D1 potentiator – enhances dopamine response at the human D1 receptor; HEK293 TREx D1 cells, calcium flux, dopamine EC20 potentiation; hit rate 0.036% among 360,000; potentiation, % at 10 µM; in the data active = potentiation above about 30%; note: 0% is about no effect
# D1 antagonist – antagonists of human D1 dopamine receptor; P21728; HEK293 TREx D1 cells, calcium flux, dopamine EC80; stronger effect = lower value; activity change, negative = inhibition, % at 10 µM; hit rate 3.2% among 360,000; AID 504652; in the data active = activity change below about -30%; note: % is set by controls: 0 for no effect and ±100 for the full control effect
#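 Calcium flux readout: force-coupled, inducible Hek293 Trex D1 line, cells induced overnight at 30 C with tetracycline, dye-loaded 30–90 min at RT. Antagonism scored against EC80 dopamine challenge given 180 s after compound.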
# GRP78 ERSR act – inducers of ER stress response in human glioma cells; AID 602332; U87-MG GRP78 promoter luciferase reporter, 16 h; hit rate 0.02% among 420,000; Potency, µM, inactives show at the highest dose activation, usual class: activators; note: potency is the fitted concentration of half-maximal effect; series mostly up to about 76 µM; % of control where 0% means no effect; nearly all actives have a fitted effect of over 35% in size
#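 Stably transfected U87-MG human glioma cells carrying a GRP78-based luminescent sensor were seeded at 1000 cells/well, pin-dosed with compounds and incubated 16 h. Luciferase reagent was then added, and end-point luminescence was read after 10 min at room temperature.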
# D2 PAM – D2 dopamine receptor (human) potentiation. potentiation, % at 10 µM. hit rate 0.34% among 340,000. HEK293 T-REx D2, calcium flux, EC20 dopamine potentiation. P14416. AID 485347;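 active = potentiation over 3 SD above the plate norm, cut at about 30% in these data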; note: 0% is about no effect
#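 Potentiation of an EC20 dopamine calcium response measured kinetically over 180 s, after a preceding 180 s compound-only read flagging agonists. Cells: inducible Hek293 Trex D2 line, 4000/well, cultured overnight at 30 C before dye loading.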
# RXFP1 ag – activates the human relaxin receptor RXFP1. Q9HBX9. HEK293T-RXFP1 cAMP TR-FRET, 30 min; response scale: percent of porcine relaxin response, buffer zero. Potency, µM (series often up to 57.5 µM), inactives show at the top dose activation, actives largely listed as activators. hit rate 0.3% among 370,000. AID 2676; note: potency is the fitted concentration of half-maximal effect; % is set by controls: 0 for no effect and ±100 for the full control effect; nearly all actives have a fitted effect of over 60% in size; many of its hits are not listed in these tables
# Target sequence (Q9HBX9 whole entry, looked up): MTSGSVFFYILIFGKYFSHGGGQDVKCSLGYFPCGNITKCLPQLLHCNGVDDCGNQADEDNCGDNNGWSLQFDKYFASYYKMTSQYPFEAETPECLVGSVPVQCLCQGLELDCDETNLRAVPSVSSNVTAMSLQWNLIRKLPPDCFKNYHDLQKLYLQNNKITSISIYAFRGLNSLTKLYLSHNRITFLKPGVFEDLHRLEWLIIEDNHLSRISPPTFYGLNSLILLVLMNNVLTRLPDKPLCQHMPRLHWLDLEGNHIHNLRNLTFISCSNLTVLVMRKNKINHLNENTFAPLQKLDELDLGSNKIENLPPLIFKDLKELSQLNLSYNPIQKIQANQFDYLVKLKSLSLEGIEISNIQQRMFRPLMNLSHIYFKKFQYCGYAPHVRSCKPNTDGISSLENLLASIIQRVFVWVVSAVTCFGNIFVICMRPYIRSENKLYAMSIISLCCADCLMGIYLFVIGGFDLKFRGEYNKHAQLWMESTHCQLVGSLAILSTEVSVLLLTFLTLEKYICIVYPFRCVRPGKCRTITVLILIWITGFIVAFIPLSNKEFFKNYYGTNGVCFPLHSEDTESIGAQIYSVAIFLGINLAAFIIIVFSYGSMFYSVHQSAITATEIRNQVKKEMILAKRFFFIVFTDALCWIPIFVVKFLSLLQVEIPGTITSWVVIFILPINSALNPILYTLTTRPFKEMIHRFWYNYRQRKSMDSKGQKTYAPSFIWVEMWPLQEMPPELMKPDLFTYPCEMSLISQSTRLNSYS
#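 HEK293T cells stably expressing RXFP1 were pretreated with the PDE4 inhibitor Ro 20174, exposed to compounds for 30 min at 37C, lysed, and cAMP was read by TR-FRET. Data normalized to buffer (basal) and 29 nM porcine relaxin (100%).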
# LDHA inh – inhibitors of human lactate dehydrogenase A; P00338; purified LDHA, NADH/diaphorase-resazurin fluorescence; stronger effect = lower value; activity change, % (values are at about 110 or 230 µM); hit rate 0.15% among 480,000; in the data active = activity change below about -30%; inconclusive = mostly about -25% to -30%;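 note: plate controls were DMSO wells for no effect and wells without enzyme for full effect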
#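 Remaining NADH was detected by diaphorase (0.133 mg/mL) converting 37 µM resazurin to fluorescent resorufin, read at 0 and 20 minutes. The preceding 5-minute room-temperature reaction used 2 nM LDHA, 0.2 mM sodium pyruvate and 0.06 mM NADH at pH 7.4.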
# Active calls of the source: *; u = inconclusive; x = no result given. Unless noted, calls come from the whole dose curve; as a rule, active = well fitted curve in the direction sought with a large enough effect; inconclusive = small, poorly fitted or top-dose-only effect, or another doubt; inactive = no such curve, though single readings can be large; an effect the other way counts as inactive or inconclusive. The list is partial; rates above refer to the full screens.
SMILES,D1 agonist,Vif-APOBEC3G blk,Vif-A3F inh,D1 potentiator,D1 antagonist,GRP78 ERSR act,D2 PAM,RXFP1 ag,LDHA inh
Cc1cc(C)c(S(=O)(=O)NCC23C=CC(O2)C2C(=O)N(c4ccccc4)C(=O)C23)c(C)c1 (stereo not drawn),1,1%,-8%,-7,-5,-3%,-1,-0.2%,3
O=C(NCCc1ccccc1)c1ccc2c(c1)S(=O)(=O)N=C1CCCCCN12,3,-1%,-3%,-14,-5,-1%,-1,-1.3%,-5
CC(C)CC(=O)Nc1ccc([N+](=O)[O-])cc1Cl,0,-3%,2%,-6,6,-3%,11,-1.2%,0
COc1ccc(CCNC(=O)c2cnc3scc(C)n3c2=O)cc1OC,6,0%,-4%,-7,-13,-2%,-3,11%,0
CCc1ccc(CN(C(=O)c2ccco2)C2CCS(=O)(=O)C2)cc1 (stereo not drawn),-3,-4%,-4%,-1,11,-1%,x,1.3%,-9
Cc1ccccc1C(=O)c1c[nH]c(C(=O)NCc2cccs2)c1,3,-6%,5%,-4,1,-1%,3,5.2%,-9
COc1cc(-c2noc(-c3ccc(NCc4cccnc4)c([N+](=O)[O-])c3)n2)cc(OC)c1OC,15,9%,1%,-4,-19,-1%,-7,-1.9%,-2
CC(=O)N1CCN(c2ccc([N+](=O)[O-])cc2)CC1,3,2%,12%,-4,4,5%,4,1.3%,-6
Cc1ccc2c(c1)C(=C(C#N)C#N)C(=O)N2CCN1CCCCC1,0,1%,0%,-2,20,-2%,-4,0.0%,10
C/C(=N\NC(=O)CCC(=O)O)c1c(-c2ccccc2)c2cc(Br)ccc2[nH]c1=O,1,-3%,3%,1,-8,-5%,5,0.0%,-5
COCCCn1c(SCC(=O)NCc2ccccc2)nc2ccccc2c1=O,-1,1%,-1%,2,-12,2%,-2,4.8%,-1
O=C1c2ccc3c4c(ccc(c24)C(=O)N1CCCCO)C(=O)N(CCCCO)C3=O,1,-25%,-19%,-4,-2,u,0,6.0%,9
Cc1csc2nc(O)c(C(=O)NCC3CCCO3)c(=O)n12 (stereo not drawn),6,-2%,3%,-1,1,5%,-13,14%,16
CCCCN1C(=O)NC(NS(=O)(=O)c2ccc(N)cc2)(C(F)(F)F)C1=O (stereo not drawn),-1,1%,1%,-5,-9,-4%,x,0.5%,0
COCc1cc(C)n(CC(=O)NC(C)c2ccccc2)c(=O)c1C#N (stereo not drawn),2,1%,2%,2,-5,-9%,-4,0.4%,-2
Cc1cc(C)c(C)c(S(=O)(=O)NCC(=O)Nc2ccccc2F)c1C,2,-8%,1%,-4,10,-4%,-7,3.3%,-16
O=C(CSc1ncc2c(n1)-c1ccccc1N(Cc1ccc(F)cc1)S2(=O)=O)c1ccc(Br)cc1,2,-4%,-4%,0,6,3%,-4,u,0
OCCN(Cc1ccccc1)CC1CC2C=CC1C2 (stereo not drawn),0,3%,-7%,-10,-2,-4%,9,0.4%,-14
COc1ccc(OCC(=O)Nc2cccc(NC(=O)c3ccco3)c2)cc1,1,-3%,3%,3,9,1%,-3,-0.4%,-1
N#Cc1c(NC(=O)CCCl)sc2c1CCCCC2,9,u,-27%,-8,-30*,-2%,x,1.7%,2

# Structures above that bear a hit mark in D1 antagonist:
Compound	D1 agonist	Vif-APOBEC3G blk	D1 potentiator	D1 antagonist	D2 PAM	LDHA inh
N#Cc1c(NC(=O)CCCl)sc2c1CCCCC2	9	u	-8	-30*	x	2

# More structures follow:
SMILES,D1 agonist,Vif-APOBEC3G blk,Vif-A3F inh,D1 potentiator,D1 antagonist,GRP78 ERSR act,D2 PAM,RXFP1 ag,LDHA inh
CC(=O)Oc1c(S(=O)(=O)c2ccccc2)c(C)nn1C(C)(C)C,0,-11%,3%,-3,-9,1%,3,-0.1%,0
COc1ccc(S(=O)(=O)N2CCOCC2)cc1NC(=O)c1ccc(Cl)cc1,-2,2%,u,8,-1,-4%,-10,-0.1%,-7
Cc1cccc(-n2ncc3c(N4CCOCC4)ncnc32)c1,2,-11%,1%,-2,-16,-12%,3,4.0%,0
CN(C)N1C(N)=C(C#N)C(c2ccc(Br)cc2)C2=C1CCCC2=O (stereo not drawn),1,1%,5%,-1,4,-5%,1,-0.9%,4
COC(=O)C1=C(C)NC(=O)/C1=C\c1cc(C)n(-c2ccc(F)cc2)c1C,0,-1%,-7%,3,-4,2%,2,-1.1%,-3
Cn1nc(C(=O)NNC(=O)c2ccccc2Br)c2ccccc2c1=O,1,-4%,1%,2,8,2%,x,1.7%,-7
CCn1c(SCC(=O)Nc2nc(C)cs2)nnc1-c1cccnc1,0,-4%,5%,1,5,-2%,15,-1.3%,-7
CCc1cccc(C)c1NS(=O)(=O)Cc1ccccc1,15,-1%,-17%,-3,21,-4%,-6,0.9%,-10
O=C(Nc1ccc2c(c1)N(Cc1ccccc1)C(=O)c1ccccc1S2)NC1CC1,5,-3%,1%,-4,22,1%,-5,0.8%,-8
Cc1nn(C)c(C)c1S(=O)(=O)N(CC(=O)NCCCOC(C)C)c1ccc(C(C)C)cc1,1,1%,-13%,-1,2,-3%,4,1.9%,-1
CN(C)CCCNc1nc2sc3c(c2c(=O)n1CCc1ccccc1)CCCCC3,59*,-21%,7%,-3,-24,-7%,7,-0.8%,1
CCOc1ccc(S(=O)(=O)N(CC(=O)NCCSCc2ccc(C)cc2)c2ccccc2)cc1,6,0%,-11%,-1,-1,-2%,13,0.4%,-9
Cc1ccc(NC(=O)C(=O)NCC(c2cccnc2)N2CCN(c3ccccc3F)CC2)cc1Cl (stereo not drawn),0,4%,-8%,0,-9,0%,6,-0.7%,3
CCc1ccccc1N(CC)C(=O)c1c(C)oc2ncnc(N3CCOCC3)c12,0,-3%,1%,4,0,-1%,x,-0.5%,-5
COCCN1C(=O)C(=O)/C(=C(/O)c2ccc(S(=O)(=O)N3CCCCC3)cc2)C1c1ccc(O)c(OC)c1 (stereo not drawn),1,3%,-26%,-3,7,-5%,-1,-0.5%,-3
CC(=O)c1cccc(NC(=S)NC(=O)CC(C)C)c1,-2,0%,-2%,-3,14,-1%,15,1.3%,-2
CCN(CC)S(=O)(=O)c1ccc(N2CCOCC2)c(C(=O)O)c1,1,4%,1%,-5,-3,-2%,-3,0.6%,-2
COCCN1C(=O)c2oc3c(C)cc(C)cc3c(=O)c2C1c1cccc(O)c1 (stereo not drawn),4,-6%,-4%,-4,-1,-1%,22,1.0%,-7
CCN(C(=O)COC(=O)c1nc(Cl)ccc1Cl)C1CCS(=O)(=O)C1 (stereo not drawn),4,0%,3%,-3,7,-2%,15,-0.4%,-5
COc1ccccc1N(C)S(=O)(=O)c1ccc(C(=O)N(C)Cc2cccc(OC)c2OC)cc1,x,2%,1%,x,x,-7%,x,x,-1
C/C(=N\NC(=O)COc1cccc(C)c1)c1ccc2ccccc2c1O,5,-11%,-4%,-3,11,u,-6,8.1%,4
CCc1ccc(NC(=O)CSc2ncc(S(=O)(=O)c3cc(C)ccc3C)c(=O)[nH]2)cc1,1,-3%,-1%,0,-9,-3%,16,-2.0%,-2
COc1cc(C=O)ccc1Oc1cnccn1,2,8%,-6%,0,1,-2%,-5,0.4%,-2
CCc1c(C)nc(N)n2c(SCC(=O)N3CCCc4ccccc43)nnc12,1,-7%,3%,-6,-17,-5%,2,-0.3%,3
Cc1cccc(-c2nc(SCC(=O)Nc3ccc4c(c3)OCCO4)c(-c3ccccc3)[nH]2)c1,2,0%,2%,-3,0,-2%,-7,0.9%,-4
CN(C)c1ccc(-c2nn3c(-c4ccc(Cl)cc4Cl)nnc3s2)cc1,3,x,x,-1,-4,x,x,1.1%,x
COc1ccc(S(=O)(=O)NCc2ccc3c(c2)cc(C)n3C)cc1,10,6%,3%,-6,-8,-3%,-14,3.2%,-7
CC(C)(C)n1nnnc1C(c1cccs1)N1CCN(c2ccccc2)CC1 (stereo not drawn),0,-4%,0%,-3,4,-2%,x,-1.6%,-7
CCCNc1nc(-c2ccccc2)c(C(=O)OCC)cc1C#N,5,u,-14%,0,6,-3%,-3,6.3%,-5
CN1CCC(N(C)CC(=O)Nc2cccc(Oc3ccccc3)c2)CC1,2,1%,5%,-5,-10,-2%,-4,1.4%,-13
CCCN1CCN(C(=O)c2ccc(CS(=O)c3ccc(Cl)cc3)o2)CC1 (stereo not drawn),2,7%,-1%,6,6,-7%,3,1.9%,-1
Cc1cc2ccccc2n1CCNC(=O)c1cc(C(F)(F)F)cc(C(F)(F)F)c1,28,4%,1%,-4,14,0%,-7,u,-1
O=C(Nc1cccc(-c2nc3ncccc3o2)c1)c1ccc(-c2cccc(Cl)c2Cl)o1,9,-29%,-16%,-2,7,1%,5,16%,-7
Cc1ccc(CNC(=O)c2cnc(N(C)C)nc2)cc1,1,x,x,-1,-42*,x,1,3.5%,-8
O=C(CN1CCCN(S(=O)(=O)c2ccc(F)cc2)CC1)Nc1ccccc1Br,6,0%,8%,-7,1,-7%,-6,0.0%,0
O=S(=O)(Nc1ccc(Br)cn1)c1ccc2ccccc2c1,-4,-11%,u,7,3,-3%,9,4.6%,-5

# Molecules above that contain a nitro group on carbon, in the order listed:
SMILES,D1 agonist,Vif-APOBEC3G blk,Vif-A3F inh,D1 potentiator,D1 antagonist,GRP78 ERSR act,D2 PAM,RXFP1 ag,LDHA inh
CC(C)CC(=O)Nc1ccc([N+](=O)[O-])cc1Cl,0,-3%,2%,-6,6,-3%,11,-1.2%,0
COc1cc(-c2noc(-c3ccc(NCc4cccnc4)c([N+](=O)[O-])c3)n2)cc(OC)c1OC,15,9%,1%,-4,-19,-1%,-7,-1.9%,-2
CC(=O)N1CCN(c2ccc([N+](=O)[O-])cc2)CC1,3,2%,12%,-4,4,5%,4,1.3%,-6

# Two entries from above, with values under each structure.
# Values run as follows: D1 agonist	Vif-APOBEC3G blk	Vif-A3F inh	D1 potentiator	D1 antagonist	GRP78 ERSR act	D2 PAM	RXFP1 ag	LDHA inh
- Cc1ccc(CNC(=O)c2cnc(N(C)C)nc2)cc1
  1	x	x	-1	-42*	x	1	3.5%	-8
- O=C(Nc1cccc(-c2nc3ncccc3o2)c1)c1ccc(-c2cccc(Cl)c2Cl)o1
  9	-29%	-16%	-2	7	1%	5	16%	-7

# Bioassay records as filed in PubChem.
